Source: PubChem (several laboratories)
PKA-R2B activ: activators of PKA-R2B holoenzyme, primary screen, biochemical, fluorescence polarization, Cy5-IP20, human; activation, % at 11.4 µM; AID 504700, 2011; actives 0.079% (n = 340,000); cAMP-dependent protein kinase catalytic subunit beta (Homo sapiens) + cAMP-dependent …; PKA-R2B holoenzyme dissociation; R2B truncated from residue 108, S112A mutant; 0% DMSO only, 100% 113 µM cGMP;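 active = activation above a cutoff set at the mean over all compounds plus 3 SD, cut at about 18% in these data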;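 also: higher means more holoenzyme dissociation and a rise in polarization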
Target sequence (P31323 whole entry, looked up, other chains not shown, the tested form may be a part): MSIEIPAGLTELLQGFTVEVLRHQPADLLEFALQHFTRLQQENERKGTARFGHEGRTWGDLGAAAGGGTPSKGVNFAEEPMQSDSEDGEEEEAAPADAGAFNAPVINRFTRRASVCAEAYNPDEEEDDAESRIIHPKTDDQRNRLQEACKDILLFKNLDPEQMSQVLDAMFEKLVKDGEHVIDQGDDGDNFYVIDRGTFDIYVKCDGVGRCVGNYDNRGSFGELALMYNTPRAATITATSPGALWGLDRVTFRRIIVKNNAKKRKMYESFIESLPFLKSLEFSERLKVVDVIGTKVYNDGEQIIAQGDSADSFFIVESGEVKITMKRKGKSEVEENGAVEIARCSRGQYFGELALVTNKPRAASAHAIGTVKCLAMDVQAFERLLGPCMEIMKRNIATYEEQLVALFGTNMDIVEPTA
LANA DNA inh: inhibitors of KSHV C-LANA binding to DNA, primary screen, biochemical, fluorescence polarization, FAM-LBS DNA, MBP-C-LANA, single point | Kaposi's sarcoma herpesvirus LANA C-terminal domain (residues 932-1162) DNA binding | inhibition, % at 9 µM | actives 0.078% (n = 340,000) | AID 504423, 2011;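 active = highest replicate inhibition at or above 60% at 9 µM, even if other replicates fall short; inactive = all replicates below 60% inhibition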;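 also: 0% = neutral control wells and 100% = 4 µM acridine orange control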
SR-BI DiI inh: inhibitors of SR-BI mediated HDL lipid uptake, primary screen, ldlA[mSR-BI] cells, fluorescence, single point | AID 488896, 2010 | actives 0.96% (n = 320,000) | ldlA[mSR-BI] CHO cells, DiI-HDL uptake fluorescence, 3 h | inhibition, % at 12.5 µM;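 active = mean replicate inhibition of at least 70% and a set share of replicates each scoring 70 or more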;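 also: 0% = median of neutral control wells and 100% = median of positive control wells; values of inactives mirror those of a sister screen read the other way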
Target sequence (Q61009 whole entry, looked up): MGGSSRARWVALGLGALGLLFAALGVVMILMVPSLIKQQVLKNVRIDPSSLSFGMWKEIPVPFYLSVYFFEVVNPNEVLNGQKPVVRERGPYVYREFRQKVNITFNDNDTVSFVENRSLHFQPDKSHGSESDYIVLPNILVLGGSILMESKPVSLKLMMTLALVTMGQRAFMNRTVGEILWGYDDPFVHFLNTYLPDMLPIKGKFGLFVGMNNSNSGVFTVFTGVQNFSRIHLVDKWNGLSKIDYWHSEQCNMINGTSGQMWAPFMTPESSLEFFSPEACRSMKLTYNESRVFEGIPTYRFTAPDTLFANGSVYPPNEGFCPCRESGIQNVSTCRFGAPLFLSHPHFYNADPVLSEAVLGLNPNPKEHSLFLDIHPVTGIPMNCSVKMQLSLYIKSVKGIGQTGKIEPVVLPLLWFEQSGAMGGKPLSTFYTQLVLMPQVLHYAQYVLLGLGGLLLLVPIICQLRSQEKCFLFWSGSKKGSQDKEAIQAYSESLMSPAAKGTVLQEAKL
Cardiac RTF inh: cardiac RTF calcium sensitivity inhibitors, primary screen, biochemical, IANBD-TnC fluorescence, EC70 calcium | actives 0.12% (n = 340,000) | AID 493244, 2011 | inhibition, % at 7.15 µM | Troponin I, cardiac muscle (Homo sapiens) + Troponin T, cardiac muscle (Homo sapiens) + … | IANBD-labeled cardiac RTF, Ca2+ fluorescence;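 active = inhibition above the mean inhibition of all tested compounds plus 3 SD, cut at about 17% in these data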;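 also: assay run at fixed EC70 calcium of 1.6 mM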
NSD2 inh: NSD2 histone methyltransferase inhibitors, primary screen, biochemical, AlphaScreen, single concentration, set 2 | NSD2 peptide methylation, 120 min | actives 0.54% (n = 310,000) | inhibition, % at 12.5 µM | AID 743445, 2014 | Histone-lysine N-methyltransferase NSD2 (Homo sapiens), O96028; in the data active = inhibition above about 50%
PvdQ acylase: P. aeruginosa PvdQ acylase inhibitors, primary screen, biochemical, fluorescence, plate reader and imaging, single point. PvdQ acylase [Pseudomonas aeruginosa LESB58]. purified PvdQ acylase. inhibition, % at 10 µM. actives 0.063% (n = 340,000); in the data active = inhibition above about 30%, passing the limit was not always enough;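 also: 0% = vehicle neutral wells and 100% = reference inhibitor wells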
Arrestin-AP2 inh: inhibitors of beta-arrestin/AP2 binding, primary screen, biochemical, GPCR trafficking, flow cytometry | beta-arrestin 1 C-terminal peptide binding to AP2 beta2-adaptin appendage (human) | FITC-arrestin peptide / GST-AP2 beads; AP2 beta2 appendage carries R879A mutation | inhibition, % at 10 µM | actives 0.31% (n = 340,000);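 active = inhibition above a set limit, near 3 SD of compounds lacking own fluorescence, cut at about 54% in these data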;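 also: plate controls were DMSO wells for no effect and 5 µM unlabelled arrestin peptide for full effect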
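System: GST-tagged AP2 beta2-adaptin appendage (R879A) on 4 µm glutathione beads / Reagent: FITC-arrestin peptide, 50 nM / Detection: HyperCyt-sampled flow cytometry, FL1 channel, ex 488/em 535 nm / Timing: 12 min plus 1 h, RT / Buffer or medium: PBS plus Tween 20 (0.05%) and BSA (0.1%)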
SR-BI DiI-HDL act: activators of SR-BI mediated DiI-HDL uptake, primary screen, ldlA[mSR-BI] CHO cells, DiI fluorescence; 3 h; 100 = double the neutral-control signal; activation, % at 12.5 µM; actives 0.096% (n = 320,000); AID 504775, 2011;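 active = mean replicate activation of at least 60% and every replicate at or above 60%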;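 also: 0% = median plate neutral-control signal and 100% = twice that signal; values of inactives mirror those of a sister screen read the other way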
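Test system: SR-BI-overexpressing, LDLR-lacking CHO cells; Also added: labelled HDL, 10 µg/mL; Measured by: bottom-read cell fluorescence after medium removal, ex 550/em 595 nm; Timing: 3 h uptake period with compound, 37 °C; Buffer or medium: F12, 0.5% BSA, 25 mM HEPES; Doses: single compound concentration, delivered by pin transfer.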
DAGLB inhibitor: DAGLB lipase inhibitors, primary screen, biochemical, fluorescence, HTS | HEK293T DAGLB membrane lysate, EnzChek fluorogenic substrate | Diacylglycerol lipase-beta (Homo sapiens), Q8NCG7 | inhibition, % at 5.17 µM | actives 0.059% (n = 340,000); in the data active = inhibition above about 34%;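 also: 0% = enzyme with vehicle and 100% = wells lacking enzyme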
Keap1-Nrf2 PPI: Keap1-Nrf2 protein-protein interaction inhibitors, primary screen, biochemical, fluorescence polarization, single point; actives 0.15% (n = 340,000); inhibition, % at 9.4 µM; Keap1 Kelch-Nrf2 peptide fluorescence polarization, 1536-well; Kelch-like ECH-associated protein 1 (Homo sapiens), Q14145; in the data active = inhibition above about 12%;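 also: human Keap1 Kelch domain with fluorescein labeled Nrf2 9mer peptide probe; 0% = neutral control wells and 100% = peptide positive control; higher means more block of Keap1 binding to Nrf2 peptide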
An asterisk follows results filed as active; i = inactive; · = no result given. A portion of the library; rates above refer to the full screens.

SMILES	PKA-R2B activ	LANA DNA inh	SR-BI DiI inh	Cardiac RTF inh	NSD2 inh	PvdQ acylase	Arrestin-AP2 inh	SR-BI DiI-HDL act	DAGLB inhibitor	Keap1-Nrf2 PPI
CC/C(CC(c1ccccc1)c1c(O)c2ccccc2oc1=O)=N\NC(N)=S (stereo unspecified)	-7	1.5	80*	3	28	-11	7	-80	2	1
NC(=O)c1ccc(OCCC(O)N2CC=C(c3ccc(F)cc3)CC2)cc1 (stereo unspecified)	-2	-0.8	3	95*	·	6	12	-3	-1	0
CCOC(=O)C1(CCc2ccccc2)CCN(C2CCSCC2)CC1	0	2.9	4	-2	8	1	7	-4	1	-2
CCOC(=O)COc1ccc2c(c1)c(C(C)=O)c(C)n2Cc1ccccc1	-9	-0.1	-12	2	·	-11	-2	12	-4	-5
Cc1cc(/C=C2\C(=O)NC(=O)N(c3cccc(F)c3)C2=O)c(C)n1-c1ccc(C(=O)O)c(Cl)c1	-7	3.6	-29	-1	9	-12	0	29	3	2
O=C1NC(=O)C(=Cc2cc([N+](=O)[O-])ccc2N2CCCCC2)C(=O)N1	14	-2.2	-17	2	-2	3	7	17	-1	-1
Cc1ccccc1N1C(=O)NC(=O)/C(=C/c2ccc(N3CCOCC3)o2)C1=O	-13	-40	-17	-61	1	-3	8	17	-10	-159
CC1(C)C2CC=C(CN3CCOCC3)C1C2 (stereo unspecified)	-1	-0.1	-6	-1	-3	-8	-5	6	1	-2
CC(=O)N1Cc2cnnn2-c2ccccc2C1(C)C#N (stereo unspecified)	-6	-0.5	-1	-10	·	-5	6	1	1	5
Cn1c(O)c(/C=N/NC(=O)c2ccncc2)c(=O)n(C)c1=S	·	10	18	·	2	-13	-4	-18	·	-15
CC(C)n1c(=O)c(C=Nc2ccc(F)cc2)c(O)n(Cc2ccco2)c1=O	-14	-0.6	6	-6	-1	-2	15	-6	-3	-3
Cc1cc(C(=O)N2CCC3(CC2)OCCO3)no1	5	5.5	-4	-2	0	5	47	4	-2	1
COC(=O)C1=C(c2ccc(Cl)c(C(F)(F)F)c2)C[C@@H]2CC[C@H]1N2C(=O)NCC1CC1	-9	1.6	-5	8	·	6	5	5	-5	1
Cc1nn(Cc2ccccc2)c(Cl)c1C(=O)OCC(=O)Nc1cccc2ccccc12	-5	-0.2	16	9	-1	12	15	-16	-2	-1
Clc1cc(Cl)c(-c2cc(Cl)c(Cl)cc2Cl)cc1Cl	-5	-1.3	-4	1	·	-6	19	4	0	2
CN(C(=O)Cc1ccc2c(c1)OCO2)C1CCCN(Cc2ccccc2F)C1 (stereo unspecified)	4	0.0	-4	-6	3	-17	12	4	-3	-1
O=C(O)c1[nH]c(=O)[nH]c(=O)c1F	-1	-1.2	·	-5	·	-7	6	·	2	3
CC(C)Oc1cc(-n2c(=S)[nH]c3ccccc3c2=O)c(Cl)cc1Cl	-6	3.3	3	3	2	0	-1	-3	1	0
N=C1c2ccccc2CN1c1ccc(F)c([N+](=O)[O-])c1	-5	-1.0	1	3	2	-20	-21	-1	-2	-3
Cc1ccc2c(c1)C1CN(C)CCC1N2C(=O)Cc1cccs1 (stereo unspecified)	-10	-3.3	-9	-6	8	4	6	9	-3	-7
Cc1nc2ccccn2c1P(=S)(N1CCCCC1)N1CCCCC1	-1	1.6	26	5	5	-10	-3	-26	-4	-4
O=C(c1cc(F)ccc1F)C1CCCN(Cc2cccc(Cl)c2)C1 (stereo unspecified)	1	-0.9	-5	-14	-2	8	-1	5	-9	-7
CCNC(=S)N(C)CCc1cc2c(c(OC)c1C=C1C(=O)N(C)C(=O)N(C)C1=O)OCO2	·	-1.6	7	·	·	-9	-2	0	·	1
O=P(OCC(F)(F)C(F)F)(N1CCOCC1)N1CCOCC1	11	-3.7	-7	1	-2	-4	7	7	-1	8
COC(=O)C1=C(c2ccccc2OCc2ccccc2)C[C@@H]2CC[C@H]1N2C(=O)NCc1ccc(F)cc1	-8	-0.2	12	1	·	-6	1	-12	-9	-3
CC12CN3CC(C)(CN(C1)C3c1cccs1)C2=O (stereo unspecified)	0	-0.9	-9	-1	-4	-8	8	17	-1	-1
C=C[C@@]12CN(C)[C@H]3[C@H]1[C@@]1(C(=O)Nc4ccccc41)C1CC2[C@@H]3CO1	4	-1.5	-3	-1	·	5	2	3	3	1
N#C/C(=C\c1ccc(O)cc1)C(=O)O (tested in a mixture with another compound)	3	-0.7	-4	-11	·	-3	-93	4	0	3
COc1ccc(CCNCc2ccccn2)cc1OC	-3	0.3	14	-1	-1	2	26	-14	-3	0
COc1ccccc1CN1CCCCC1c1cccnc1 (stereo unspecified)	10	1.2	-3	3	-1	-8	0	12	3	-1
CC(C)(C)C(=O)Cn1c(NCCCl)nc2ccccc21	-8	0.9	3	-10	2	-13	10	-3	2	4
O=P1(NC2CCCC2)COc2ccccc2OC1	-9	1.2	-57	14	-3	1	-3	57	-3	-1
COC(=O)C1=C(c2ccc(OC(F)(F)F)cc2)C[C@@H]2CC[C@H]1N2C(=O)NCCO	0	3.3	-12	7	·	-19	-5	12	1	-1
Cc1cc(=O)oc2cc(OCC(=O)N3CCN(Cc4ccc5c(c4)OCO5)CC3)ccc12	-6	1.3	14	-4	-2	6	6	-14	-3	2
CCOC(=O)c1c(C)[nH]c(C(=O)C(Cc2ccccc2)N(C)C)c1C (stereo unspecified)	1	0.1	19	-7	7	3	-7	-19	-1	-1
COc1ccccc1OCC(=O)Nc1ccc(Cl)cc1C(=O)c1ccccc1	-5	0.4	25	-6	1	-30	1	-25	-11	-9
C=CC12CN(C)[C@@H]3C4CO[C@H](C[C@H]41)[C@]1(C(=O)Nc4ccccc41)[C@@H]32 (stereo partly specified)	2	-2.1	-9	-1	·	-13	-2	9	-2	-4
CCCCc1nc2ccccc2c(=O)n1-c1ccc(O)cc1	-5	-0.5	14	-5	0	-12	-2	-14	2	0
COc1ccc(C2=NS(=O)(=O)N(C)C(C(=O)N3CCC4(CC3)OCCO4)=C2)cc1OC	-1	0.0	-2	-4	2	-3	7	2	1	-3
CCOC(=O)C1SC2(C(F)(F)F)CC1(O)c1c(C)cc(C)nc1O2 (stereo unspecified)	-9	1.0	-15	0	9	-8	5	15	2	-5
COC(=O)C1=C(c2cc3ccccc3s2)C[C@@H]2CC[C@H]1N2C(=O)N1CCC(O)CC1	5	0.7	20	-2	·	-10	6	-20	1	-5
CCOCCCN=Cc1c(O)n(Cc2ccccc2)c(=O)[nH]c1=O	-10	-0.7	-5	-8	2	-14	10	5	-3	-5
Cc1ccccc1-n1c(O)c(C=Nc2ccc3c(c2)OCO3)c(=O)[nH]c1=O	12	0.6	-34	-11	1	-3	-4	34	0	-2
C=CCn1c(=O)c(C=Nc2cccnc2Cl)c(O)n(CCCC)c1=O	-4	-17	-32	-18	0	-6	-2	32	9	-87
Cc1cc(C)cc(OCCOc2cccc(C=C3C(=O)NC(=O)NC3=O)c2)c1	3	-0.6	14	2	31	-11	11	-14	-1	-6
COc1ccc(CNCC(=O)N2CCC3(CC2)OCCO3)cc1	2	0.1	16	-4	1	-7	8	-16	2	3
O=c1[nH]c(O)c(N=Nc2ccc(SC(F)F)cc2)c(=O)[nH]1	-5	0.2	-20	0	0	-11	-9	20	1	-5
CC12CCC(=O)CC1CCC1C2C(=O)CC2(C)C1CCC2(C)O (stereo unspecified)	-4	0.5	-5	-3	0	-17	-19	5	-1	3
COc1ccc(CCn2c(O)c(C=NC3CC3)c(=O)[nH]c2=O)cc1OC	-3	0.2	-53	4	-1	1	20	53	-1	-2
CCOc1cc(C2NCc3ccccc3-n3cccc32)ccc1OC (stereo unspecified)	-7	0.9	8	-10	7	-9	-13	-8	4	-1
O=C(c1ccc(N2CCCCCC2)c([N+](=O)[O-])c1)N1CCC2(CC1)OCCO2	-7	1.6	10	-1	6	6	-9	-10	3	-6
CCOc1ccc(CNCCc2ccc3c(c2)OCO3)cc1	-6	2.9	-14	0	26	-7	9	14	0	1
CCOC(=O)CC1c2ccccc2-n2nncc2CN1C (stereo unspecified)	-1	-1.5	-1	1	·	-4	-2	1	0	-7
COC(=O)CSC1=NN1c1cc(C)nc(N)n1	14	-1.1	-10	-15	·	-2	-5	10	-4	3
COc1ccc(C(=O)C2CCCN(Cc3cccc(C)n3)C2)c(OC)c1 (stereo unspecified)	-15	-1.7	·	-15	-1	-10	4	·	-1	-1
CCC(C)(C)n1nnnc1CN1CCC(n2c(C)nc3cc(C(F)(F)F)ccc32)CC1	-5	-1.5	-9	4	-1	5	6	9	0	-5
O=P(/C(=N/O)N1CCOCC1)(N1CCOCC1)N1CCOCC1	-1	-1.1	-7	3	·	-7	-10	7	-1	1
CCOCCCn1c(N)c(C(=O)Nc2sc3c(c2C(=O)OC)CCCC3)c2nc3ccccc3nc21	-1	-1.3	13	-35	4	-2	11	-13	-11	-10
CCN1/C(=C\C=C\C2=[N+](CC)c3ccccc3C2(C)C)C(C)(C)c2ccccc21	-7	-43	·	i	·	-1	17	·	-63	-372
CCC(=NCc1cc(OC)cc(OC)c1)c1c(O)n(C)c(=O)n(C)c1=O	-9	-0.4	32	-4	-3	14	6	-32	-2	5

Three entries already listed, arranged by SMILES length, descending:
SMILES	PKA-R2B activ	LANA DNA inh	SR-BI DiI inh	Cardiac RTF inh	NSD2 inh	PvdQ acylase	Arrestin-AP2 inh	SR-BI DiI-HDL act	DAGLB inhibitor	Keap1-Nrf2 PPI
CCOCCCn1c(N)c(C(=O)Nc2sc3c(c2C(=O)OC)CCCC3)c2nc3ccccc3nc21	-1	-1.3	13	-35	4	-2	11	-13	-11	-10
CCC(C)(C)n1nnnc1CN1CCC(n2c(C)nc3cc(C(F)(F)F)ccc32)CC1	-5	-1.5	-9	4	-1	5	6	9	0	-5
COc1ccc(CCn2c(O)c(C=NC3CC3)c(=O)[nH]c2=O)cc1OC	-3	0.2	-53	4	-1	1	20	53	-1	-2
